# Screening results: PubChem, several laboratories
# FXIa inh = factor XIa (human) inhibition | P03951 | purified FXIa, Boc-Glu-Ala-Arg-AMC fluorogenic substrate | inhibition, % at 5 µM | 220,000 tested, 0.14% active;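 active = inhibition of at least 40%; inactive = inhibition below 40%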;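 note: fluorescence of freed AMC excited at 355 nm; 0% = enzyme without compound and 100% = no enzyme blank; many of its hits are not listed in these tables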
# Rad51 HR inh = Rad51 (human) homologous recombination inhibition | 200,000 tested, 0.085% active | hRad51 DNA strand exchange, fluorescence dequenching | Q06609 | inhibition, % at 10 µM;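 active = inhibition above 40% at the single screening dose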;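 note: 0% = DMSO control wells and 100% = blanks with heterologous ssDNA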
# Target sequence (Q06609 whole entry, looked up): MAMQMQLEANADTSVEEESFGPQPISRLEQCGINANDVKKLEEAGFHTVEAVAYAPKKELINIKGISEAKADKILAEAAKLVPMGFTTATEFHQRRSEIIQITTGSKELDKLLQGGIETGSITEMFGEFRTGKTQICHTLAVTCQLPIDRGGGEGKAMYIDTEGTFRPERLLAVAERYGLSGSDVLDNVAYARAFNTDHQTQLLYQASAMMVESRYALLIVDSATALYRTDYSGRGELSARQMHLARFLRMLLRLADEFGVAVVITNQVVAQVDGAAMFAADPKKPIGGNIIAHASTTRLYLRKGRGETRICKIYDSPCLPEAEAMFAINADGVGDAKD
#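 System: human Rad51 nucleoprotein filaments preassembled on unlabelled ssDNA. Reagent: labelled 47-mer dsDNA for strand exchange. Schedule: 30-min compound preincubation and 15-min exchange, both room temperature. Measured by: FRET fluorescence dequenching, excitation 485 nm, emission 520 nm. Read-out: Fluorescence-based percent inhibition, control- and blank-normalised. Benchmarks: plate controls and plate blanks.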
# KCC2 mod = modulators of human KCC2 chloride dependent transport; Q9H2X9; KCC2 cells, thallium flux FluoZin-2 fluorescence; B-score of Tl+ flux slope (higher = more flux/activation; lower = inhibition) at 10 µM; 190,000 tested, 2.2% active;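 active = thallium flux slope and its plate-corrected score both differing from the plate sample mean at a set confidence after two filtering rounds, in either direction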;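 note: slope of fluorescence scaled to starting intensity during 10 to 20 s after thallium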
# Thrombin inh = blocks human thrombin protease activity; alpha-thrombin, Boc-VPR-AMC fluorogenic substrate cleavage; 220,000 tested, 0.26% active; AID 1046; inhibition, % at 5 µM; P00734;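 active = inhibition at or above 40%; inactive = inhibition below 40%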;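 note: 0% = enzyme with no compound and 100% = wells without enzyme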
#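 System: Human alpha-thrombin protein | Medium: pH 7.5 Tris (50 mM) with NaCl 150 mM, Tween 20 0.05% | Times: Enzyme reaction carried out at room temperature | Detection: AMC fluorescence, 355/460 nm | Evaluation: Percent inhibition scaled between no-compound controls and no-enzyme blanks | Benchmarks: Enzyme without compound as high, wells lacking enzyme as low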
# PERK inh = blocks human PERK kinase; Q9NZJ5; 220,000 tested, 0.17% active; inhibition, % at 5.6 µM; CHO PERK-DD fusion, SEAP luminescence translation reporter;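 active = inhibition above the mean inhibition of all tested compounds plus 3 SD, set separately per screening campaign, cut at about 2.9% in these data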;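 note: PERK kinase domain activated by AP20187 dimerizer at 100 nM; 0% = DMSO with dimerizer and 100% = rapamycin at 8.4 µM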
# m-calpain inh = calpain II (pig) inhibition; purified calpain II, fluorogenic peptide substrate, 30 min; inhibition, % at 16 µM; 220,000 tested, 0.37% active;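 active = inhibition above about 50%, limit read from the data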
# FXIIa inh = blocks human coagulation factor XIIa protease activity. purified FXIIa, Boc-QGR-AMC fluorogenic substrate, 2 h. 220,000 tested, 0.3% active. AID 800. inhibition, % at 5 µM; in the data active = inhibition above about 40%;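 note: 0% = enzyme with no compound and 100% = blank without enzyme; many of its hits are not listed in these tables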
# KLK5 inh = blocks human kallikrein 5 protease activity | recombinant hK5, fluorogenic AMC substrate cleavage | inhibition, % at 5 µM | 210,000 tested, 0.59% active | AID 873;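 active = inhibition of 40% or more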;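 note: 0% = enzyme controls without compound and 100% = no-enzyme blanks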
# Furin inhibitor = inhibitors of human furin. P09958. purified furin, fluorogenic substrate cleavage. inhibition, % at 30 µM. 220,000 tested, 0.061% active; in the data active = inhibition above about 25%; note: inactives centre near -15
# Target sequence (P09958 108-714 limits assumed): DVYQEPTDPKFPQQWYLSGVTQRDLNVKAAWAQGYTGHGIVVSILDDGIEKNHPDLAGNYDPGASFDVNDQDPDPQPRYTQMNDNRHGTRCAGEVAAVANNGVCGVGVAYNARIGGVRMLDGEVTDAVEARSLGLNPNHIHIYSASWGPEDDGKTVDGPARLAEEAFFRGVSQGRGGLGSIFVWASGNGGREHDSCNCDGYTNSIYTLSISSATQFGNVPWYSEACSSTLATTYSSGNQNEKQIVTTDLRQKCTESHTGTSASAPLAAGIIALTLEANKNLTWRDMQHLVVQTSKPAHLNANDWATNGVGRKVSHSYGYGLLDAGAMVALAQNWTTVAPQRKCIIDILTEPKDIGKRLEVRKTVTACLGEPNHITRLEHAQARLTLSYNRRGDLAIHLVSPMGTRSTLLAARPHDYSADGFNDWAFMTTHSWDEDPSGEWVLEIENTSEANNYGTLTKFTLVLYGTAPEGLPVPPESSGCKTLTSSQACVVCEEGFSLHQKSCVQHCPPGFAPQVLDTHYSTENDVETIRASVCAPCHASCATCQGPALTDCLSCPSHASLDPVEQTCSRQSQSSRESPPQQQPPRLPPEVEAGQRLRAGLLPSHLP
# * = called active by the depositor; i = inactive; / = no result given; [ ] = dose if it differs, or a comment. This is a subset; the hit share may differ from the screen's.
# The opening three entries, ahead of the listing:
molecule	FXIa inh	Rad51 HR inh	KCC2 mod	Thrombin inh	PERK inh	m-calpain inh	FXIIa inh	KLK5 inh	Furin inhibitor
CCC1CCCCN1C(=O)CSc1nnc(-c2ccc(Cl)s2)o1 (stereo unspecified)	7	-4	0.052	5	-1.1	-2	15	-25	-11[20 µM]
COC(=O)c1ccccc1NC(=O)Cn1c(=O)n(Cc2ccccc2)c(=O)c2c(C)c(C)sc21	3	13	0.028	-11	0.5	-20	1	-13	-11
Cc1noc(C)c1NC(=O)N1CCN(Cc2ccccc2)CC1	6	11	0.94	2	1.7	2	10	5	8

# Main list, repeating the preview:
molecule	FXIa inh	Rad51 HR inh	KCC2 mod	Thrombin inh	PERK inh	m-calpain inh	FXIIa inh	KLK5 inh	Furin inhibitor
CCC1CCCCN1C(=O)CSc1nnc(-c2ccc(Cl)s2)o1 (stereo unspecified)	7	-4	0.052	5	-1.1	-2	15	-25	-11[20 µM]
COC(=O)c1ccccc1NC(=O)Cn1c(=O)n(Cc2ccccc2)c(=O)c2c(C)c(C)sc21	3	13	0.028	-11	0.5	-20	1	-13	-11
Cc1noc(C)c1NC(=O)N1CCN(Cc2ccccc2)CC1	6	11	0.94	2	1.7	2	10	5	8
O=c1[nH]c2ccccc2n1CCC1CCCCC1	-16	/	/	-1	0.0	0	16	8	-23[20 µM]
O=C(COc1cccc(Cl)c1)Nc1nc(-c2ccc(S(=O)(=O)N3CCOCC3)cc2)cs1	6	9	0.02	-4	-0.7	-82	10	-15	-17[20 µM]
CCN1CCN(C(C(=O)NC2CCCCC2)c2ccc(Cl)cc2)CC1 (stereo unspecified)	4	1	0.4	1	-1.3	-26	10	-9	-5[20 µM]
CCOc1ccccc1NC(=O)Nc1cccc(S(N)(=O)=O)c1	5	/	0.69	1	1.6	11	9	3	-18
Cc1c(C(=O)C(=O)N2c3ccc(F)cc3CCC2C)c2ccccc2n1C (stereo unspecified)	6	9	-0.074	-2	0.7	3	10	-4	-11
COc1ccc(NC(=O)/C(C#N)=C\c2cc(OC)c(OCc3ccc(C(=O)O)cc3)cc2Br)cc1	1	9	/	-2	1.5	-131	14	7	-4
Clc1ccc(SCc2cn3cccnc3n2)cc1	5	1	-0.7	-18	0.8	0	-6	1	-35[20 µM]
O=C(Nc1cccnc1)c1ccc(COc2cc(Cl)ccc2Cl)o1	0	6	-5.2*	1	0.5	8	17	5	-19[20 µM]
O=C1NC(c2ccccc2)=N/C1=C/c1ccco1	-10	-1	-0.051	-6	0.3	0	1	-3	1
CCOC(=O)CN(C(=O)Cn1nnc2ccccc21)C(C(=O)NCCOC)c1ccccc1C (stereo unspecified)	-1	0	1.4	-4	-0.1	-16	6	1	-24
CCOc1cc(CNCCO)cc(Br)c1OCc1ccccc1	-8	19	0.61	3	0.8	-6	8	-3	-24
CCc1ccc(OCC(=O)NN2Cc3ccccc3C2=N)cc1	-3	-1	-0.95	-15	-0.7	4	2	-2	-15
CC(=O)Nc1ccc(NC(=O)C2CC(=O)N(c3ccccc3Cl)C2)cc1 (stereo unspecified)	-5	2	1.1	4	0.2	10	-5	-13	-13
COc1ccc(CCNC(=O)CSc2nccc(=O)[nH]2)cc1OC	0	-1	-0.65	-9	0.9	-17	10	3	-22
CN1CC(=O)N(CC(=O)Nc2cc(Cl)cc(Cl)c2)C1=O	1	-4	0.6	-2	0.2	-7	8	0	-24
O=c1cc(-c2ccccc2Cl)c2c([nH]1)CCC2	0	-2	0.037	-2	2.3	-33	5	-9	-19
O=C(Nc1cccc([N+](=O)[O-])c1)c1ccc2nc(N3C(=O)CCC3=O)sc2c1	-7	0	-3.1	-3	1.9	-55	11	-4	-35
N#Cc1ccc(-c2csc(NC(=O)c3ccc(N4C(=O)CCC4=O)cc3)n2)cc1	-2	-1	-1.2	-7	0.7	-21	1	2	-20
CCc1ccccc1NC(=S)NC1CC2CCC(C1)N2Cc1ccco1 (stereo unspecified)	-7	-3	/	-5	-0.8	16	-9	-2	-20[20 µM]
N#CC1=C(N)SC(N)=C(C#N)C1CCc1ccccc1	3	-123	-3.1*	-6	0.3	4	4	-5	-20[20 µM]
OC[C@@H](O)[C@H](O)C(/C=N/Nc1ccccc1)=N\Nc1ccccc1	2	8	0.34	5	0.1	18	14	4	-2
c1ccc(-c2nnc(CSc3nnc(-c4cccs4)o3)o2)cc1	-5	2	-0.96	-3	1.5	-42	4	-3	-12
Cc1ccccc1CN1CCc2c(OCC(=O)N3CCCCC3)cccc2C1=O	-9	0	-0.76	4	-1.7	6	6	2	-10
Cc1ccc(-c2nnn(CC(=O)N(Cc3ccco3)C(C(=O)NC3CCCC3)c3cccs3)n2)o1 (stereo unspecified)	6	1	0.36	-1	-0.6	-1	13	-4	-20[20 µM]
O=C(O)CCn1cc(C2CC(c3ccccc3)=NN2c2ccccc2)c(-c2ccccc2)n1 (stereo unspecified)	-12	-4	-1.3	-14	0.9	i	-35	-33	-65
C=CCOc1c2ccc(C(=O)NCc3ccc(C)cc3)cc2nn1C	-3	1	2	0	-0.1	-343	9	3	-5[20 µM]
COc1ccc(OC)c(CNC(=O)C2CCN(S(C)(=O)=O)CC2)c1	-7	-2	0.51	-25	0.4	-11	7	-3	-30
CN1CCN(C(=O)C2=C[C@@H](c3ccc(Br)cc3)C[C@@H](OCc3ccc(CO)cc3)O2)CC1	1	-1	0.88	2	0.5	-6	10	4	-6
Cc1cc(C)n(C(CC(=O)O)C(=O)O)n1 (stereo unspecified)	7	2	0.79	4	1.0	-18	14	-9	-26
O=C(NCc1nnc(SCC(=O)N2CCCc3ccccc32)o1)c1ccccc1F	-1	6	-0.1	-6	-0.7	23	8	-1	-17
Cc1ccc2cc(CCNC(=O)C(C)C)c(=O)[nH]c2c1	1	1	-0.46	-4	0.0	-12	14	-1	-7
Cc1nn(Cc2ccc(C(=O)N3N=C(C(F)F)CC3(O)C(F)F)o2)c(C)c1[N+](=O)[O-] (stereo unspecified)	8	6	-0.94	-1	-0.7	-3	13	-11	-14
Cc1ccc(NC(=O)/C=N/OCC(=O)NCc2ccccc2Cl)cc1	3	19	-0.96	2	-0.1	-7	14	7	-20
N#CC(C#N)=CNc1cccnc1	6	2	/	1	1.8	-6	12	4	-13
N/C(COc1ccccc1)=N\NS(=O)(=O)c1ccccc1	-1	10	/	5	1.3	15	12	-6	-23[20 µM]
O=C(NN=C1CCCC1)c1ccc([N+](=O)[O-])cc1	0	5	-0.27	-8	0.1	-31	8	1	-5
Cc1cc(C)c[n+](-c2[nH]c(=O)sc2/C=N/N=C(\N)[S-])c1	1	-1	0.91	0	1.0	18	8	3	-1
CCC(=O)Nc1cccc(NC(=O)c2ccc(C)cc2Cl)c1	8	2	0.4	-4	0.8	35	7	-2	-13
O=C(NCCOc1ccccc1Cl)c1ncn[nH]1	-3	5	0.7	-5	0.1	-40	8	1	-30
CCN(CC)C(=O)CSC1=N/C(=C/c2ccco2)C(=O)N1c1ccc(OC)c(Cl)c1	8	-11	-2	-3	-0.2	0	14	-5	-10
CCOC(=O)c1cnc2ccc(OCC)cc2c1N1CCN(c2ccccc2OC)CC1	8	-3	-0.047	-3	-2.5	33	8	-11	-18[20 µM]
N#Cc1c(NC(=O)C2C3C=CC(C3)C2C(=O)O)sc2c1CCCCC2 (stereo unspecified)	-7	/	-1.3	-4	-0.6	-4	0	-7	-13
CCC(=O)N1CCc2cc(OC)c(OC)cc2C1COc1ccc(OC)cc1 (stereo unspecified)	-4	15	0.16	-8	-0.1	-15	5	-6	-15
Cc1[nH]c(=O)[nH]c(=O)c1NS(=O)(=O)c1ccccc1	6	-4	-0.79	-3	0.5	-1	5	-4	-5
O=C(NCc1ccc(F)cc1)C(c1ccncc1)N(C(=O)c1csnn1)C1CC1 (stereo unspecified)	-7	0	-0.73	0	-0.6	3	8	-6	1[20 µM]
Cc1cccc(N2C(=O)C3C4C=CC(C5CC45)C3C2=O)n1 (stereo unspecified)	-4	-4	0.52	-3	0.0	12	2	-4	-4
CCOc1ccc2[nH]c(=O)c(CN(Cc3ccccc3OC)C(=O)c3ccccc3)cc2c1	4	/	/	5	-1.7	-85	17	-12	-21[20 µM]
CCc1nnc(NC(=O)C2COc3ccccc3O2)s1 (stereo unspecified)	2	-3	-0.38	1	0.7	35	9	-3	-21[20 µM]
O=C1c2ccccc2NC2(CCCC2)N1NS(=O)(=O)c1ccccc1	-3	1	0.14	-10	0.8	i	5	0	-21
Cc1cc(C)n(CCc2nc(-c3ccc(-c4ccccc4)cc3)cs2)n1	8	20	-0.042	1	-0.3	-1	15	-9	-22
O=C(COC(=O)c1ccc[nH]c1=O)NC1CCCCCC1	-3	1	0.94	0	1.9	23	3	-2	-30
CCOC(=O)C(C)Sc1nc2c([nH]c3ccccc32)c(=O)n1C (stereo unspecified)	3	4	-0.31	-1	-0.9	-4	9	-4	-16[20 µM]
Cc1ccc(NC(=O)N2CCC(O)(c3ccc(Cl)cc3)CC2)cc1	3	-3	-0.51	-1	1.1	-12	0	5	-10
Cc1ccc(C(=O)O)cc1NC(=S)NC(=O)c1ccc([N+](=O)[O-])c(C)c1	-1	-6	-0.8	-4	1.5	1	5	1	-22
O=C(CN1C(=O)c2ccccc2C1=O)NCC(=O)OCC(=O)c1cccc([N+](=O)[O-])c1	-6	20	0.026	-15	1.0	-20	0	-7	-26
CCN(CC)c1nc(Oc2ccc(=O)[nH]n2)nc(N2CCOCC2)n1	6	-5	0.7	0	0.5	11	17	-20	-6
COc1ccc2c(/C=N/NS(=O)(=O)c3ccc(C)cc3)c[nH]c2c1	1	0	/	2	-0.2	-8	4	-1	-4

# Next section
molecule	FXIa inh	Rad51 HR inh	KCC2 mod	Thrombin inh	PERK inh	m-calpain inh	FXIIa inh	KLK5 inh	Furin inhibitor
O=C(NCc1ccco1)c1cc2ccccc2c(=O)o1	10	1	/	2	-0.1	3	29	8	-13
c1cc(-c2ccncc2)ccn1	-4	10	0.63	-2	0.8	21	4	-11	-26
O=S(=O)(c1cccc(S(=O)(=O)N2CCC(Cc3ccccc3)CC2)c1)N1CCOCC1	-9	-1	-1.7	-6	-0.6	17	21	5	-24[20 µM]
Cc1cc(=O)[nH]c(SCC(=O)Nc2ccnc3ccccc23)n1	9	-7	-0.56	6	0.3	-5	16	26	-4
O=C(CSc1nc(-c2ccccc2)c(-c2ccccc2)[nH]1)NCC1CCCO1 (stereo unspecified)	-36	-1	1.8	-5	0.0	-76	1	-7	-13
O=C(Cc1cccs1)Nc1nnc(SCc2ccc(C(F)(F)F)cc2)s1	7	-5	-0.35	-4	1.3	-17	12	-12	-2
CCOc1ccc(C(=O)OCC(=O)NCc2ccco2)cc1OCC	0	1	0.77	-1	1.6	-204	16	-10	-18
Cc1cc(Cl)c(S(=O)(=O)Nc2cccc(O)c2)cc1OCC(N)=O	0	3	0.043	-3	0.6	10	1	-13	-7
Cc1cc(=O)[nH]c(SCC(=O)Nc2cccc(C(F)(F)F)c2)n1	3	7	-0.11	3	-0.1	9	16	-4	-14[20 µM]
